Screening data deposited in PubChem BioAssay by National Center for Advancing Translational Sciences (NCATS).
PI4K2A block: qHTS for small molecular inhibitors of PI4K2A; Phosphatidylinositol 4-kinase type 2-alpha (Homo sapiens), Q9BTU6; purified PI4K2A, ADP-Glo luminescence, 1 h; hits give low values; activity change, negative = inhibition, % at 76.9 µM; 420,000 compounds, 0.13% hits; AID 1346378, 2018; in the data active = activity change below about -50%;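 also: -100% = wells without enzyme as full effect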
Target sequence (Q9BTU6 whole entry, looked up): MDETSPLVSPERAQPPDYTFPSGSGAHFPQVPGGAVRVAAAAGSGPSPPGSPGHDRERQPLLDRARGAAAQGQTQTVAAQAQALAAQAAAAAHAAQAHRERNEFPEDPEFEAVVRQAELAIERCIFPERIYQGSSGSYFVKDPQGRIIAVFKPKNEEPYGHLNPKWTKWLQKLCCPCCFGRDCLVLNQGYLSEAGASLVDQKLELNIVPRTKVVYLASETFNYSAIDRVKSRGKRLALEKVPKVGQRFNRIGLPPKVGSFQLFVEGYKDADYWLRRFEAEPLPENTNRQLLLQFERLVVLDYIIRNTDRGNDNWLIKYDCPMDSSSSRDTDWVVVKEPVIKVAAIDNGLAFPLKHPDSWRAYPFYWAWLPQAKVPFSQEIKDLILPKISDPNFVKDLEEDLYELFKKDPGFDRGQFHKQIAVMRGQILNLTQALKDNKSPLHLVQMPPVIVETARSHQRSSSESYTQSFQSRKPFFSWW
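ADP-Glo luminescence measured ADP generated by PI4K2A enzyme (4 ug/mL before mixing) with 1.2 mM PI substrate (pre-mix) and 300 microM ATP (pre-mix). Tris pH7.5 buffer with MgCl2, Triton X-100; 1 h reaction at ambient temperature.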
An asterisk follows results filed as active.

SMILES	PI4K2A block
Cc1ccc(S(=O)(=O)N2[C@H](CC(=O)c3ccccc3)OC[C@@H]2C(C)C)cc1	-0.8
CCOC(=O)[C@@]12CCCC=C1N(CCc1ccc(Cl)cc1)C(=O)[C@H]2CC(=O)NCc1cccc2ccccc12	2.7
CCN(CC)C(=O)CC[C@H]1CC[C@]2(CCCN(S(=O)(=O)C3CCCCC3)C2)O1	2.7
COc1ccc2c(c1)N[C@@](CCN1C(=O)c3ccccc3C1=O)(c1[nH]c3ccccc3c1CCN1C(=O)c3ccccc3C1=O)C2=O	-1.3
O=C(Cn1nc(-c2ccccc2)ccc1=O)NCCc1cccc(F)c1	-6.2
C[C@H]1[C@@H](NC(=O)c2ccc(Cl)c(C(F)(F)F)c2)CC[C@@]23CCCN2C(=O)CCC[C@@H]13	-3.8
O=C(CSc1nc2ccccc2s1)N=Nc1c(O)[nH]c2ccccc12	1.2
O=C(C[C@H]1CC[C@@H]2[C@H](COC[C@H](O)CN2C(=O)c2cnccn2)O1)NCc1ccc(Cl)cc1	1.9
Cc1cccc(S(=O)(=O)N[C@@H]2CC[C@@H](CCNS(=O)(=O)c3ccccc3F)O[C@@H]2CO)c1	-1.8
CC(C)(C)c1ccc(-c2nnc(SCc3cccc4ccccc34)n2Cc2ccco2)cc1	-7.7
COC(=O)[C@]12C[C@H](CC(=O)NCC3CCCCC3)C(=O)N(Cc3ccc4c(c3)OCO4)C1=C[C@H](C(C)C)O[C@@H]2C1CC1	-3.6
COC(=O)[C@]12CCCCC=C1N(CCc1ccc(OC)c(OC)c1)C(=O)[C@H](CC(=O)NCc1cccs1)C2	1.2
CC(C)C[C@@H]1COc2cc(Br)ccc2S(=O)(=O)N1Cc1cn(CCC2OCCO2)nn1	3.8
O=C(c1cc(C2CC2)on1)N(C1CCCCC1)C1CCCCC1	1.7
O=C(CSc1nnc(-c2cccc(Cl)c2)n1Cc1ccco1)c1ccc(F)cc1	-6.0
COC1=C[C@H](C(=O)N[C@H]2CCCC[C@@H]2NC(C)=O)[C@H](C)[C@@H](c2ccccc2)CC1=O	-4.8
Cc1cccc(CNC(=O)NC2CCCCN(Cc3cccc(Cl)c3)C2=O)c1 (stereo not drawn)	-3.4
CCOC(=O)[C@@]12CCCC=C1N(CCc1ccc(Cl)cc1)C(=O)[C@H]2CC(=O)N1CCCCC1	-2.3
Cc1cccc(NC(=O)CCS(=O)(=O)c2ccccc2)c1C	1.4
CC(=O)N1CCCN(C(=O)C2CCN(c3ncnc4c3sc3cccc(F)c34)CC2)CC1	1.2
COc1cccc(/C=C2\CC3(OC(=O)c4ccc(Cl)cc4)CCCN2C3)c1 (stereo not drawn)	3.7
O=C(Nc1ccc2c(c1)OCCO2)C(c1ccccc1)n1c(=O)c(-c2cc3ccccc3[nH]2)nc2ccccc21 (stereo not drawn)	2.3
CC#CC(=O)N[C@H]1CC[C@@]23CCCN2C(=O)CCC[C@H]3[C@H]1C	-3.6
COc1ccc2c(c1)N=C(c1[nH]c3ccccc3c1CCN1C(=O)c3ccccc3C1=O)[C@]2(O)CCN1C(=O)c2ccccc2C1=O	0.8
C[C@H]1O[C@@H](n2c3ccc(Cl)cc3c3ccc4c5cc(Cl)ccc5[nH]c4c32)[C@H](O)[C@H](O)[C@H]1O	-1.5

(list continues)
SMILES	PI4K2A block
Cc1ccccc1CN1C(=O)CN(S(C)(=O)=O)CC1(C)C(=O)NC(C)C (stereo not drawn)	3.9
Cc1ccc2c(c1)-c1c(cnn1CC(=O)NCCc1cccc(F)c1)CO2	1.6
CCC(=O)N[C@@H]1CC[C@@H](CCNC(=O)Nc2ccc(F)cc2)O[C@@H]1CO	-1.7
Cc1ccc(CN2CCCCC(NC(=O)c3c(F)cccc3F)C2=O)cc1 (stereo not drawn)	-2.0
Nn1c(SCC(=O)NC2CCCCC2)nnc1-c1n[nH]c2c1CCC2	-4.0
CC(C)(C)NC(=O)C(c1ccccc1F)n1c(=O)c(-c2ccccc2)nc2ccccc21 (stereo not drawn)	-3.4
Cc1ccc(-n2c(SCC(=O)Nc3ccccc3-c3ccccc3)nnc2-c2cccnc2)cc1	-7.6
C[C@H]1Cn2nnc(-c3ccccc3)c2Cn2c3ccccc3c(=O)n21	-2.6
CCOC(=O)C1=NOC(C(C)=O)(C(=O)Nc2cc(C)cc(C)c2)C1 (stereo not drawn)	0.1
CCOC(=O)CC[C@@H]1CC[C@]2(CCCN(C(=O)C(C)(C)C)C2)O1	-1.2
O=C(NCc1ccccc1)N1CCN(Cc2nc3ccccc3c(=O)[nH]2)CC1	-2.5
Cc1ccc(S(=O)(=O)n2ccc(-c3c(-c4ccc(Cl)cc4)noc3C)n2)cc1	4.9
CCN(CC)CCCN1C(=O)C2=C(C1=O)C1N(C)c3ccccc3[C@@]13C[C@@H](CO)N(C(=O)CCC(=O)OC)C3=N2 (stereo partly drawn)	-2.1
O=C(CSc1nc2ncccc2[nH]1)N1CCOCC1	6.2
CS(=O)(=O)N1c2ccccc2C[C@H]1Cc1cc2ccccc2o1	-1.4
C=CCN1C(=O)[C@H](CC(=O)N2CCN(C(=O)OCC)CC2)[C@@]2(C(=O)OCC)CCCC=C12	2.4
COC(=O)[C@]12C[C@H](CC(=O)NCc3ccc(OC)c(OC)c3)C(=O)N(Cc3cccc4ccccc34)C1=C[C@H](C1CCCC1)O[C@@H]2C	-2.1
COc1ccccc1-c1nc2ccccc2n(CC(C)C)c1=O	-2.4
O=C(NC1CCCCN(Cc2cccc(Cl)c2)C1=O)c1ccc(F)cc1 (stereo not drawn)	3.0
Oc1cccc(CN2CCN(c3ncc(Cc4ccccc4)cn3)CC2)c1	-0.5
COCC(=O)Nc1ccc2c(c1)C(=O)N(C)[C@@H]1CC[C@@H](CC(=O)OC)O[C@H]1CO2	0.9
CC(C)NC(=O)N[C@@H]1C[C@@H]2O[C@@H](CO)CC[C@@H]2O[C@@H]1CCc1ccc(-c2ccccc2F)cc1	-1.3
COc1ccc(CN2C(=O)CN(S(C)(=O)=O)CC2(C)C(=O)NC(C)C)cc1 (stereo not drawn)	-1.3
CO[C@H]1CN(C)C(=O)c2cc(NC(=O)C3CCCC3)ccc2OC[C@@H](C)NC[C@H]1C	-2.4
O=P(O)(O)OCC(O)CO (stereo not drawn)	3.0

Following part
SMILES	PI4K2A block
COC(=O)[C@]12C[C@H](CC(=O)NCc3ccccc3)C(=O)N(Cc3cccc4ccccc34)C1=C[C@H](C1CCCC1)O[C@@H]2C	-4.0
COC(=O)C[C@@H]1C=C[C@H](NC(=O)Nc2cc(F)ccc2F)[C@@H](CO)O1	0.7
CSCCC(c1nc2ccccc2[nH]1)n1c(-c2cc(C(F)(F)F)cc(C(F)(F)F)c2)nc2ccccc21 (stereo not drawn)	-8.2
N#CCC[C@@H]1CC[C@]2(CCCN(C(=O)c3ccco3)C2)O1	-0.9
COC(=O)C(C(=O)OC)c1ccccc1NC(=O)OCc1ccccc1	0.5
COc1ccc2c3c(n(C(=O)OC(C)(C)C)c2c1)C1CC=C(COC(C)=O)CN1CC3 (stereo not drawn)	1.4
COc1ccc2c(C(c3ccccc3O)C3CCCN3S(=O)(=O)c3ccc(C)cc3)cn(C)c2c1 (stereo not drawn)	-3.0
Cc1ccc(NC(=O)C2CCN(c3ncccn3)CC2)cc1C	0.0
COc1ccc(C(=O)OCCCN(C)C2CN(Cc3cn(Cc4ccccc4C(F)(F)F)nn3)S(=O)(=O)C2)cc1OC (stereo not drawn)	-9.3
Cc1ccc(S(=O)(=O)N2CCCC2c2cccc3[nH]cc(C)c23)cc1 (stereo not drawn)	3.2
CCC[C@H]1[C@@H](NCc2cccs2)CC[C@@]23CCCN2C(=O)CCC[C@@H]13	-2.1
N#Cc1ccc(C(C(=O)NC2CCCCC2)n2c(=O)c(-c3ccccc3)nc3ccccc32)cc1 (stereo not drawn)	0.6
COCc1cn(-c2ccc3c(c2)[C@@]2(CC(=O)N(C)C2c2ccccc2)C(=O)N3CC(C)C)nn1 (stereo partly drawn)	1.4
COC[C@@H](OC(C)=O)[C@H]1OCc2ccccc2[C@@H]1/C=C/c1ccccc1	-3.8
COC[C@H]1O[C@]2(c3ccccc3)CO[C@H]1[C@@H](/C=C/c1ccccc1)C2	-3.0
O=C(CSc1nnc(-c2cccnc2)n1-c1ccccc1)Nc1ccc2c(c1)OCCO2	5.6
CCCC[C@H]1C2CC(OC(=O)Nc3ccc(F)cc3)C(C2)[C@H]2CCCCN21 (stereo partly drawn)	-0.6
O=C(OCCN1CCOCC1)c1cccnc1Nc1cccc(C(F)(F)F)c1	1.6
O=C(C(=O)N1CCN(C(=O)c2ccco2)CC1)c1ccccc1	-0.4
Cn1c(Cc2cccs2)nnc1SCC(=O)Nc1ccc2c(c1)OCO2	5.8
CCC[C@H]1[C@@H](OC(=O)NCc2ccc(Cl)c(Cl)c2)CC[C@@]23CCCN2C(=O)CCC[C@@H]13	-4.4
Cc1ccc(-n2c(SCC(=O)Nc3ccccc3-c3ccccc3)nnc2-c2ccccn2)cc1	0.2
CC(C)n1nnnc1C1(C)CN(S(C)(=O)=O)CC(=O)N1Cc1cccc(C(F)(F)F)c1 (stereo not drawn)	0.3
CCN1CCCCC(NC(=O)COCc2ccccc2)C1=O (stereo not drawn)	3.8
Cc1ccc(S(=O)(=O)NCC2CN(S(=O)(=O)c3ccc(C)cc3)c3ccccc3C(=O)N2c2ccc(F)cc2)cc1 (stereo not drawn)	-3.1

Continued.
SMILES	PI4K2A block
C=CCOC(=O)N[C@H](c1cccc(OC)c1)[C@H](C)/C=C/CC(=O)OC	1.6
CCOC(=O)C1=CC[C@@H](c2cccc(Br)c2)N(S(=O)(=O)c2ccc(F)cc2)[C@H]1c1cccc(Cl)c1	0.5
Cc1ccccc1CN1C(=O)CN(S(C)(=O)=O)CC1(C)C(=O)Nc1c(C)cccc1C (stereo not drawn)	0.9
O=C(NCCc1ccccc1F)c1ccc(Sc2ccccc2Cl)c([N+](=O)[O-])c1	-2.3
CC(C)NC(=O)C1(C)CN(S(C)(=O)=O)CC(=O)N1Cc1ccco1 (stereo not drawn)	-0.6
O=C1c2ccccc2-c2ccc(P(=O)(O)O)cc21	-0.9
CCOC(=O)[C@]12CCCC3=C1N(CCC3)C(=O)[C@@H](CC(=O)NCc1ccc(C)o1)C2	0.7
C=CCN1C(=O)[C@@H](CC(=O)N2CCN(C(=O)C3CC3)CC2)[C@]2(C(=O)OC)CCCCC=C12	4.8
Fc1ccc(-c2n[nH]c(=S)n2N=Cc2cccc(OCc3ccccc3)c2)cc1	3.7
COC(=O)[C@]12C[C@H](CC(=O)N3CCSCC3)C(=O)N(Cc3ccccc3)C1=C[C@H](COCc1ccccc1)O[C@@H]2C	-8.6
C=CCN(C(=O)[C@@H](C1CC1)[C@@H](O)c1ccc(Cl)cc1)c1ccccc1	2.7
COC(=O)[C@]12C[C@H](CC(=O)NCCCCc3ccccc3)C(=O)N(Cc3ccc4c(c3)OCO4)C1=C[C@H](C(C)C)O[C@@H]2C1CC1	-3.3
C#CCNC(=O)C[C@@H]1C[C@]2(C(=O)OCC)CCC3=C2N(CCC3)C1=O	6.8
CCC[C@H]1[C@@H](OC(=O)NCc2ccccc2Cl)CC[C@@]23CCCN2C(=O)CCC[C@@H]13	-2.7
COC(=O)C1CN(Cc2ccc(C)cc2)CCS(=O)(=O)N1Cc1cn(Cc2ccc(Cl)cc2)nn1 (stereo not drawn)	0.6
CCCC(=O)N1CCC[C@]2(CC[C@@H](CCC(=O)N(CC)CC)O2)C1	-0.2
COC(=O)[C@H](Cc1ccccc1)NP(=O)(OC)[C@@H](C)NC(=O)OCc1ccccc1 (stereo partly drawn)	3.5
COc1cccc(NC(=O)C2CCCN2C(=O)Nc2ccc(Cl)cc2)c1 (stereo not drawn)	1.1
CCCCCCCCN1C(=O)[C@@H](CC(=O)NCCCOCCCC)C[C@@]2(C(=O)OC)C1=C[C@H](C(C)C)O[C@@H]2C1CC1	2.8
O=S1(=O)c2ccc(Br)cc2OC[C@H](Cc2ccccc2)N1Cc1cn(Cc2ccc(C(F)(F)F)cc2)nn1	0.1
CCCN(CC1CC1)c1c2c(nc3ncnn13)CCCC2	2.2
CC(=O)O[C@H]1[C@H](OC(C)=O)C[C@]2(OC(C)=O)C[C@H]1OC2=O	-4.7
Cc1ccc(-n2c(SCC(=O)NN=Cc3ccc(-c4ccccc4)cc3)nnc2-c2ccccc2)cc1	1.8

5 records picked at random from those above:
SMILES	PI4K2A block
CCCN(CC1CC1)c1c2c(nc3ncnn13)CCCC2	2.2
CCC[C@H]1[C@@H](OC(=O)NCc2ccccc2Cl)CC[C@@]23CCCN2C(=O)CCC[C@@H]13	-2.7
COC(=O)[C@]12C[C@H](CC(=O)NCCCCc3ccccc3)C(=O)N(Cc3ccc4c(c3)OCO4)C1=C[C@H](C(C)C)O[C@@H]2C1CC1	-3.3
O=C1c2ccccc2-c2ccc(P(=O)(O)O)cc21	-0.9
Fc1ccc(-c2n[nH]c(=S)n2N=Cc2cccc(OCc3ccccc3)c2)cc1	3.7

Six entries from above, in CSV form.
compound,PI4K2A block
COC(=O)[C@H](Cc1ccccc1)NP(=O)(OC)[C@@H](C)NC(=O)OCc1ccccc1 (stereo partly drawn),3.5
COc1cccc(NC(=O)C2CCCN2C(=O)Nc2ccc(Cl)cc2)c1 (stereo not drawn),1.1
CCCCCCCCN1C(=O)[C@@H](CC(=O)NCCCOCCCC)C[C@@]2(C(=O)OC)C1=C[C@H](C(C)C)O[C@@H]2C1CC1,2.8
O=S1(=O)c2ccc(Br)cc2OC[C@H](Cc2ccccc2)N1Cc1cn(Cc2ccc(C(F)(F)F)cc2)nn1,0.1
CCCN(CC1CC1)c1c2c(nc3ncnn13)CCCC2,2.2
CC(=O)O[C@H]1[C@H](OC(C)=O)C[C@]2(OC(C)=O)C[C@H]1OC2=O,-4.7

A portion of the library; count on the stated rates, not on these rows.
